CHRM4 antagonist: CHRM4 antagonism in calcium assay | P08173 | CHO-hM4 cells, ACh EC80, Fluo-8 calcium fluorescence | inhibition, % at 3 µM | actives 0.73% (n = 360,000) | AID 624125;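 active = inhibition above its plate's cutoff, the mean inhibition of sample wells plus 3 SD, cut at about 27% in these data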;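 note: 0% = acetylcholine EC80 with DMSO and 100% = DMSO without agonist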
Target sequence (P08173 whole entry, looked up): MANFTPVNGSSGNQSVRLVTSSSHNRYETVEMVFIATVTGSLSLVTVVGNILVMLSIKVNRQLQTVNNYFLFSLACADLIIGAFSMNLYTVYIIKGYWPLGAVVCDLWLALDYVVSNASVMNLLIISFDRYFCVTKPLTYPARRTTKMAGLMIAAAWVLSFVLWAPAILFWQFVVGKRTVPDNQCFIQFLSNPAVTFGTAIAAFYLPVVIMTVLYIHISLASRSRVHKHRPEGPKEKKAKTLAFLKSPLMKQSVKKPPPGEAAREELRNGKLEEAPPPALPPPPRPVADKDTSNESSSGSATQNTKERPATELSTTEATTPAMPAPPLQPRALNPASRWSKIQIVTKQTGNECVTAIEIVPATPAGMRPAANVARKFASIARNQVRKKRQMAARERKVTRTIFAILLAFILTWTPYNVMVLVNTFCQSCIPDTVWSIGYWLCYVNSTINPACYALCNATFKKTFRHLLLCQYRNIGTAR
CRFR2-BP ag: CRF-BP/CRF-R2 complex agonism; activation, % at 13.2 µM; actives 0.46% (n = 350,000); AID 588473; HEK293 CRF-R2/CRF-BP, calcium dye fluorescence (FLIPR); percent of saturating CRF peptide response;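 active = activation of at least 50%, plus an integration ratio under a set limit after plate pattern correction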;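 note: plate controls were neutral control wells without compound for no effect and CRF at EC100 for full effect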
M5 ag: agonists of human muscarinic M5 receptor (CHRM5); CHO-K1 hM5 cells, Fluo-8 calcium fluorescence; 0% DMSO wells, 100% maximal acetylcholine response; activation, % at 3 µM; actives 0.19% (n = 360,000); AID 624037; P08912;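 active = activation above the run's mean over test compounds plus 3 SD, cut at about 23% in these data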;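 note: signal is peak over basal fluorescence ratio across the kinetic read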
CHRM5 PAM: positive allosteric modulators of human muscarinic M5 receptor | P08912 | CHO-K1 hM5, Fluo-8 calcium, ACh EC20 PAM; 0% = ACh EC20, 100% = ACh EC100 | activation, % at 3 µM | actives 0.3% (n = 360,000) | AID 624038;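 active = activation above the run cutoff, the mean activation of all test compounds plus 3 SD, cut at about 18% in these data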
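Assay system: CHO-K1 hM5 cells. Also added: acetylcholine at EC20 concentration, added after compound. Dosing: 3 µM, single dose. Times: compound preincubation 140 s before EC20 acetylcholine addition. Signal: Fluo-8 calcium fluorescence. Measure: % activation relative to EC20 and EC100 ACh responses. Repeats: singlicate, one well per test compound.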
M4 PAM: potentiates acetylcholine response at human M4 receptor; CHO-K1 hM4/Gqi5, Fluo-8 calcium fluorescence, ACh EC20; 0% = ACh EC20, 100% = maximal ACh; P08173; actives 0.4% (n = 360,000); activation, % at 3 µM;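 active = activation above its plate's cutoff, the mean activation of sample wells plus 3 SD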; note: some results filed as inactive read as strong as hits
M1 PAM: positive allosteric modulators of human M1 muscarinic receptor. P11229. CHO-K1 hM1, Fluo-8 calcium fluorescence, ACh EC20; 0% = ACh EC20, 100% = maximal ACh. activation, % at 3 µM. actives 0.088% (n = 360,000). AID 588819; in the data active = activation above about 19%, passing the limit was not always enough
Target sequence (P11229 whole entry, looked up): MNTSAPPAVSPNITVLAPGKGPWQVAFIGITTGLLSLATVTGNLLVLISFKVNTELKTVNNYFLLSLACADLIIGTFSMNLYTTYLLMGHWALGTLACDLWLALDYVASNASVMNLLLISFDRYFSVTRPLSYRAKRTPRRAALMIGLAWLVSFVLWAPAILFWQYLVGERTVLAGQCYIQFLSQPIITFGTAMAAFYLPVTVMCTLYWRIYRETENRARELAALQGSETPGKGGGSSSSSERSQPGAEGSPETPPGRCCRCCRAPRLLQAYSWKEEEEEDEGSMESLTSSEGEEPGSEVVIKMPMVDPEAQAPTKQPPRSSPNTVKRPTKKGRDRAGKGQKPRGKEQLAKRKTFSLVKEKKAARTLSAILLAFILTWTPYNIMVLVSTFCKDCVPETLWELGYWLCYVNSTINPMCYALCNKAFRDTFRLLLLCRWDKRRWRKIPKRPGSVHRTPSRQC
M5 antag: CHRM5 antagonism in calcium assay | P08912 | CHO-hM5 cells, Fluo-8 calcium fluorescence, ACh EC80 | inhibition, % at 3 µM | AID 624040 | actives 0.59% (n = 360,000);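 active = inhibition above a per-plate cutoff, the mean of that plate's test compounds plus 3 SD, cut at about 27% in these data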;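 note: 0% = acetylcholine EC80 with DMSO and 100% = DMSO without agonist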
CRFR2-BP antag: CRF-BP/CRF-R2 complex antagonism; HEK293 CRF-R2/CRF-BP, CRF-induced calcium fluorescence; inhibition, % at 11.8 µM; actives 0.59% (n = 350,000);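 active = inhibition of the ligand-induced calcium signal above about 50% at the single tested concentration, limit read from the data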
M4 ag: CHRM4 agonism in calcium assay; actives 0.14% (n = 360,000); P08173; CHO-K1 hM4/Gqi5, Fluo-8 calcium fluorescence; vehicle 0%, full acetylcholine response 100%; activation, % at 3 µM;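 active = activation above the run mean over all test wells plus 3 SD, cut at about 32% in these data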;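 note: peak over basal fluorescence ratio per well then scaled between controls; 0% = DMSO wells and 100% = acetylcholine at EC100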
Numbers without * were called inactive; / = no result given.

SMILES	CHRM4 antagonist	CRFR2-BP ag	M5 ag	CHRM5 PAM	M4 PAM	M1 PAM	M5 antag	CRFR2-BP antag	M4 ag
CCOC(=O)CSc1n[nH]c(NS(=O)(=O)c2ccccc2C(F)(F)F)n1	-9.1	1.8	-0.5	-3.1	7.9	7.9	-3.2	-25.2	2.1
Cc1onc(-c2c(F)cccc2Cl)c1C(=O)N1CCCc2ccccc21	3.0	1.6	-2.4	1.2	7.0	9.8	0.1	-16.1	-0.8
CCCCC/C(=N\NC(=O)Nc1ccccc1)c1ccccc1	-12.2	0.3	-1.1	2.9	6.7	4.1	2.5	-19.2	0.5
O=C(NCc1cn2ccccc2n1)C1CCC(=O)N(Cc2ccccc2F)C1 (stereo not drawn)	-9.6	-0.5	-1.0	2.6	1.7	11.1	3.3	61.3*	-0.4
O=C(c1cc2cc(Br)ccc2[nH]1)N1CCc2ccccc21	-0.1	-0.8	0.1	1.7	-1.3	1.5	-3.5	-2.2	0.9
CCCc1nnc(NC(=O)c2oc3ccccc3c2COCC)s1	-7.7	-2.3	0.4	-1.4	8.7	4.4	-2.7	-34.6	-1.7
CC1(C(=O)NS(=O)(=O)c2ccccc2Cl)CCN1C(=O)CC1CCCCC1 (stereo not drawn)	-6.4	/	0.6	-3.2	9.8	9.8	5.4	/	0.7
CN1C(=O)NC(NC(=O)C2CCCCC2)(C(F)(F)F)C1=O (stereo not drawn)	11.3	-3.0	-1.5	1.1	-1.9	0.9	10.2	14.3	0.0
O=C(Nc1ccccc1)c1ccc(-c2ccccc2C(F)(F)F)o1	-1.9	-0.5	1.8	-6.7	-1.7	-0.5	1.1	0.3	1.6
CC(C)NC(=O)c1cccc(NC(=O)CC2SC(N3CCCCC3)=NC2=O)c1 (stereo not drawn)	-6.5	-0.8	5.7	0.0	6.4	7.3	-1.9	-5.0	0.1
CCCCn1nnnc1-c1nc2ccccc2[nH]c1=O	-20.1	/	1.6	-5.5	8.2	/	-6.8	/	0.2
CC(=O)Nc1cccc(Oc2nc(C)cc(C)c2C#N)c1	-18.1	0.8	-0.3	3.2	10.5	1.9	-6.5	0.6	1.4
Cc1ccc(C(=O)OCC(=O)Nc2cc(F)ccc2F)cc1NC(=O)c1ccco1	12.4	-0.7	3.9	-3.9	3.2	0.6	-3.1	9.9	1.6
CC(C)c1ccc(C(=O)N2CCCN(C(=O)c3ccc(C(C)C)cc3)CC2)cc1	-6.9	-2.8	-1.6	-3.2	-3.2	13.6	-2.2	1.0	2.1
Cc1cc(C)c(S(C)(=O)=O)c(NN)n1	4.9	0.9	0.1	-0.8	-3.2	-10.8	-8.6	-18.6	0.4
O=C(Nc1nccs1)c1nc[nH]c1C(=O)NCc1ccccc1	-0.1	-1.0	1.7	7.7	7.3	6.8	5.1	-2.7	0.3
COc1ccc(Cn2nnc(C(=O)Nc3ccc(F)cc3)c2N)cc1	-4.3	-1.8	4.0	1.3	1.7	-1.6	10.7	16.7	2.5
Nc1nnc(CCCCc2cccs2)o1	6.6	-0.2	-0.6	5.2	0.6	3.5	1.2	-6.8	1.5
Cc1ccc2c(CC(=O)Nc3ccc4nc(N5CCOCC5)sc4c3)coc2c1	-10.2	-2.3	4.5	-0.1	8.5	17.8	-5.4	6.3	3.1
COc1ccc(-n2ncc3c2CC(C)(C)CC3NC(=O)CSc2ccccn2)cc1 (stereo not drawn)	1.0	-6.8	-3.5	-8.2	1.0	9.2	10.7	21.0	12.8

Two records picked at random from those above:
SMILES	CHRM4 antagonist	CRFR2-BP ag	M5 ag	CHRM5 PAM	M4 PAM	M1 PAM	M5 antag	CRFR2-BP antag	M4 ag
COc1ccc(Cn2nnc(C(=O)Nc3ccc(F)cc3)c2N)cc1	-4.3	-1.8	4.0	1.3	1.7	-1.6	10.7	16.7	2.5
O=C(c1cc2cc(Br)ccc2[nH]1)N1CCc2ccccc21	-0.1	-0.8	0.1	1.7	-1.3	1.5	-3.5	-2.2	0.9

Continued.
SMILES	CHRM4 antagonist	CRFR2-BP ag	M5 ag	CHRM5 PAM	M4 PAM	M1 PAM	M5 antag	CRFR2-BP antag	M4 ag
Cn1cnnc1SCC(=O)Nc1sc2c(c1C(N)=O)CCC2	2.9	8.0	-3.2	-9.8	7.9	-0.1	16.4	-15.5	0.0
Cn1nc(C(=O)OCC(=O)Nc2ccc(S(N)(=O)=O)cc2)c2ccccc2c1=O	5.0	-0.8	3.4	4.9	16.2	7.4	-0.5	15.1	-0.1
C#CCOCCOCCOCCNc1nc(N2CCOCC2)nc(N2CCN(C(=O)[C@H]([C@@H](C)CC)n3cc(CCCN=C(N)N)nn3)CC2)n1	-8.0	0.0	-0.8	-1.7	-5.7	-0.4	-1.7	7.7	1.7
CCn1c(=O)[nH]c(=O)c2c(N)c(C(=O)c3cc(F)ccc3F)sc21	-7.2	-0.7	-4.6	3.7	2.0	7.6	1.8	-9.6	1.3
O=C(N/N=C/c1cccs1)c1ccc(-n2cccc2)cc1	7.1	-0.1	0.2	-7.2	-7.9	3.9	0.2	4.9	0.9
CC(CC(=O)Nc1ccc2c(c1)OCCO2)c1ccccc1 (stereo not drawn)	-4.4	-3.8	-1.0	-1.6	-4.8	9.9	-1.4	5.7	1.8
O=C(NCC1CCCO1)C(=O)N/N=C/c1ccc(O)c(Cl)c1 (stereo not drawn)	-2.1	2.0	2.9	5.6	-0.1	6.4	-9.1	-16.4	0.1
CC(C)(C)C1CCc2c(sc(NC(=O)c3ccco3)c2C(N)=O)C1 (stereo not drawn)	4.4	-0.3	-4.8	-13.0	-2.6	-7.4	-1.7	-5.8	0.1
Cc1cc(=O)[nH]c(NN=Cc2cc(Br)ccc2O)n1	-0.6	-1.4	1.2	-5.5	-1.6	3.1	19.7	-6.8	-0.2
Cc1nnc(SCCn2c(N3CCCC(C)C3)nc3c2c(=O)n(C)c(=O)n3C)s1 (stereo not drawn)	-4.6	-1.1	1.2	-6.0	-2.6	0.5	5.3	9.3	15.0
Cc1ccc(NC(=O)/C(=C/c2ccco2)c2ccccc2)c(C)c1	-2.1	0.9	-4.4	3.0	3.6	1.2	-2.6	9.2	-1.2
CCOC(=O)CC(=O)CSc1nc(-c2cccnc2)cc(C)c1C#N	-8.1	-0.1	-2.8	-0.2	1.1	4.8	11.1	17.9	1.2
CN(c1ccc(C(=O)NCc2ccncc2)cc1)S(=O)(=O)c1ccc(Cl)cc1	8.5	-0.1	-3.1	-3.1	-11.8	-9.4	6.6	8.7	4.6
CN1C(=O)CS(=O)c2ccc(C(=O)NCCC3=CCCCC3)cc21 (stereo not drawn)	3.5	0.3	11.2	-18.4	-8.0	-8.4	13.8	-12.4	12.7
Cc1nc2ccc(C(=O)N/N=C/c3cc([N+](=O)[O-])ccc3O)cc2[nH]1	-6.1	-1.9	-1.9	0.6	3.4	10.0	-2.1	-6.1	-0.2
Cc1ccc(-c2nc(-c3ccccn3)no2)cc1	-1.2	-3.2	-6.5	-0.3	8.2	6.3	-4.1	20.4	-0.4
CCOC(=O)N1CCN(CC(O)COc2ccccc2[N+](=O)[O-])CC1 (stereo not drawn)	2.8	1.9	-2.9	-7.5	-13.7	-14.4	8.3	34.9	18.1
COc1ccc(-c2noc(C3CCCN(C(=O)c4c(F)cccc4F)C3)n2)cc1OC (stereo not drawn)	-3.6	-1.1	4.0	-7.4	-9.7	9.3	2.7	9.0	4.7
O=C(NCCN1CCOCC1)c1cc(Br)ccc1Cl	-0.1	0.0	3.1	3.4	5.2	11.7	6.4	9.1	1.6
Cc1[nH]c(=O)[nH]c(=O)c1NC(=O)c1sc2nc3c(C)cccc3cc2c1N	-2.4	11.0	1.4	-2.8	4.8	2.1	-2.9	-10.1	0.5

CRFR2-BP antag, entries above that show a hit.
SMILES	CHRM4 antagonist	CRFR2-BP ag	M5 ag	CHRM5 PAM	M4 PAM	M1 PAM	M5 antag	CRFR2-BP antag	M4 ag
O=C(NCc1cn2ccccc2n1)C1CCC(=O)N(Cc2ccccc2F)C1 (stereo not drawn)	-9.6	-0.5	-1.0	2.6	1.7	11.1	3.3	61.3*	-0.4

(list continues)
SMILES	CHRM4 antagonist	CRFR2-BP ag	M5 ag	CHRM5 PAM	M4 PAM	M1 PAM	M5 antag	CRFR2-BP antag	M4 ag
O=C(Nc1ccc(N2CCOCC2)cc1)c1cccc(S(=O)(=O)N2CCOCC2)c1	-1.4	0.1	1.6	0.1	13.9	11.5	9.9	2.2	3.2
CCC(Oc1ccc(C)cc1)C(=O)Nc1ccc2c(c1)n(C)c(=O)n2C (stereo not drawn)	-2.7	-0.5	-9.1	3.7	-1.4	7.4	4.8	2.0	1.4
CCOC(=O)N=Nc1c2ccccc2c2nc3no[nH]c3nc12	-0.9	-0.4	-3.0	-5.6	20.1	12.5	21.2	-7.3	5.3
Cc1cc(=O)n2nc(N3CCC(C(=O)NCCc4ccccc4)CC3)sc2n1	8.4	0.1	-1.7	-0.2	3.5	1.0	3.9	-2.5	0.8
Cc1cc(C)c[n+](CC(=O)c2ccc(NC(=O)c3ccccc3)cc2)c1	-2.6	0.0	-2.2	1.4	7.1	5.6	7.0	1.1	0.9

Arranged by the number under M5 antag (descending): seven of the compounds above.
molecule	M5 antag
CCOC(=O)CC(=O)CSc1nc(-c2cccnc2)cc(C)c1C#N	11.1
COc1ccc(Cn2nnc(C(=O)Nc3ccc(F)cc3)c2N)cc1	10.7
Cc1cc(C)c[n+](CC(=O)c2ccc(NC(=O)c3ccccc3)cc2)c1	7.0
CCC(Oc1ccc(C)cc1)C(=O)Nc1ccc2c(c1)n(C)c(=O)n2C (stereo not drawn)	4.8
O=C(NCc1cn2ccccc2n1)C1CCC(=O)N(Cc2ccccc2F)C1 (stereo not drawn)	3.3
CCCCC/C(=N\NC(=O)Nc1ccccc1)c1ccccc1	2.5
CC(C)NC(=O)c1cccc(NC(=O)CC2SC(N3CCCCC3)=NC2=O)c1 (stereo not drawn)	-1.9
